From PubChem
PfHsp40 rescue = rescue of PfHsp40-mediated yeast toxicity | AID 504582 | growth rescue, % at 12.5 µM | 0.68% of 340,000 active | S. cerevisiae expressing PfHsp40, growth rescue, ATP luminescence; in the data active = growth rescue above about 28%, passing the limit was not always enough; inconclusive = no clear call, values can overlap the other calls;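 note: yeast W303a lacking pdr1 and pdr3 grown in galactose medium; growth measured after three days at 30 °C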
Yp Topo-I inh = inhibitors of Yersinia pestis topoisomerase I. Y. pestis Topo-I cleavage product accumulation, plate reader. AID 504884. 0.064% of 360,000 active. activity, % at 10 µM; in the data active = activity above about 50%, passing the limit was not always enough; inconclusive = no clear call, values can overlap the other calls; note: inactives centre near 2
BH1578 lux ind = inducers of Vibrio cholerae quorum light production without autoinducers; V. cholerae BH1578 lux reporter, luminescence, 6 h; activation, % at 18.7 µM; 0.16% of 350,000 active; in the data active = activation mostly above about 9.7%, no sharp cut-off; inconclusive = no clear call, values can overlap the other calls; inactive = mostly below about 3.7%; note: not every result past the cut was called active; inactives centre near 0; reference of the scale not given here
Anthrax LF inh2 = blocks Bacillus anthracis lethal factor protease; P15917; multiplex microsphere protease cleavage assay, LF; 0.12% of 360,000 active; inhibition, % at 10 µM; in the data active = inhibition above about 30%; inconclusive = no clear call, values can overlap the other calls; note: plate controls were buffer without enzyme for full effect and enzyme alone for no effect
3CLpro inhibitor = SARS-CoV 3CLpro protease inhibition. P0C6X7. recombinant SARS-CoV 3CLpro, quenched FRET peptide cleavage. inhibition, % at 6 µM. 0.14% of 290,000 active. AID 1706; in the data active = inhibition above about 12%
Rv3671c protease = Rv3671c (M. tuberculosis) protease inhibition; 0.048% of 320,000 active; P9WHR9; inhibition, % at 5.96 µM; AID 2606; in the data active = inhibition above about 38%;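 note: extracellular domain of Rv3671c used as enzyme; 0% = enzyme with DMSO and 100% = no enzyme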
Target sequence (P9WHR9 whole entry, looked up, the tested form may be a part): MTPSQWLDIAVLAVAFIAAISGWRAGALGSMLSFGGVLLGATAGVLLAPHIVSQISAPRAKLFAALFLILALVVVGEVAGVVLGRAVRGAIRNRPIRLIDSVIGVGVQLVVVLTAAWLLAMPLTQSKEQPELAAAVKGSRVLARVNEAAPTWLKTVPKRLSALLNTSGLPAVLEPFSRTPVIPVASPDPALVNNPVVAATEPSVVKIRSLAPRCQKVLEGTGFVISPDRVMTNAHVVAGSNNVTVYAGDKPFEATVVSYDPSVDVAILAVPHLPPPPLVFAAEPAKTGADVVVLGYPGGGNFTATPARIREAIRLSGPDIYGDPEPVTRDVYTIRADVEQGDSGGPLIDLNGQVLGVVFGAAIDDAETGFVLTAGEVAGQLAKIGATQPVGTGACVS
VHR inh abs = blocks human VHR1 dual specificity phosphatase; inhibition, % at 13.3 µM; P51452; AID 1654; 0.52% of 290,000 active; recombinant VHR phosphatase, pNPP absorbance; in the data active = inhibition above about 50%; note: some compounds called inactive have numbers as strong as hits
Target sequence (P51452 whole entry, looked up): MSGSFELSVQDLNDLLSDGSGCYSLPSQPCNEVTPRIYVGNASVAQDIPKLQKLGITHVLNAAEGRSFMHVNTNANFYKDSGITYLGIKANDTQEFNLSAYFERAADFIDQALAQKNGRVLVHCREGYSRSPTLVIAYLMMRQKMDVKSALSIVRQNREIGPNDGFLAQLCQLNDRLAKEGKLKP
TcdB inh = TcdB glycohydrolase inhibition. P18177. TcdB glycohydrolase enzymatic assay, plate reader. inhibition, % at 9.99 µM. 0.24% of 350,000 active. AID 652162; in the data active = inhibition above about 10%
SSB-PriA inh = K. pneumoniae PriA-SSBct interaction inhibition; AlphaScreen SSBct-PriA binding, biotinylated peptide; inhibition, % at 33 µM; 0.6% of 430,000 active; in the data active = inhibition mostly above about 37%, no sharp cut-off; inactive = mostly below about 20%;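 note: plate controls were negative control peptide for no effect and reference peptide for full effect; strong numbers were not always called active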
MazF activator = activators of E. coli MazEF toxin-antitoxin RNase. FAM/BHQ RNA-DNA oligo cleavage fluorescence, 5 h. activation, % at 20 µM. P0AE70. 0.32% of 350,000 active; in the data active = activation above about 50%
Target sequence (P0AE70 whole entry, looked up): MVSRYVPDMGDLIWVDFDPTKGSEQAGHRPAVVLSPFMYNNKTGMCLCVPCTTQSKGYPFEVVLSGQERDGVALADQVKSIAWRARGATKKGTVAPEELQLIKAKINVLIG
* marks the source's active call; other numbers are inactive results; i = inactive; u = inconclusive; x = no result given. Only part of the results is shown, so the mix of outcomes need not match the whole.

molecule,PfHsp40 rescue,Yp Topo-I inh,BH1578 lux ind,Anthrax LF inh2,3CLpro inhibitor,Rv3671c protease,VHR inh abs,TcdB inh,SSB-PriA inh,MazF activator
Cc1cc(C)nc(SCc2nnc(SCC(=O)NCc3ccco3)n2-c2ccccc2)n1,1.1,13.3,-3.1,-3.0,-2.4,4.3,18.8,x,-7.2,12.0
Cc1ccc(/C=C2\SC(=S)N(CCCC(=O)Nc3ccccn3)C2=O)cc1,-0.5,3.2,i,-1.2,10.0,-2.5,13.2,x,3.7,1.1
CCOC(=O)Cc1csc(NC(=O)C(C)(C)C)n1,0.6,2.0,-0.9,0.4,5.2,-1.4,2.4,x,-10.0,4.3
O=C1CC(C(=O)Nc2ccc(Cl)cc2[N+](=O)[O-])C2(CCCCC2)O1 (stereo not given),-1.5,6.2,-0.2,0.3,1.1,4.4,-0.8,3.2,6.6,3.5
CCOC(=O)c1c(NC(=O)C2C3C=CC(C3)C2C(=O)O)sc2c1CCCC2 (stereo not given),-0.6,4.4,-0.3,-4.4,8.3,4.4,19.7,-1.6,-3.4,-7.3
Cc1nc(N2CCC(C)CC2)c2c(C)c(C(=O)O)sc2n1,-0.7,0.7,1.6,-1.0,-0.3,-0.5,2.3,x,-3.7,-5.5
O=[N+]([O-])c1cccnc1Sc1ccc(F)cc1,x,2.1,0.1,-13.1,x,-5.7,x,0.2,42.4*,-11.2
Cc1cccc(Nc2ncnc3onc(-c4ccc(F)cc4)c23)c1C,-0.6,0.0,i,-7.1,-4.5,2.7,29.1,2.2,-6.5,5.3
CC(C)(C)C(=O)C(Cc1ccccc1Cl)n1cncn1 (stereo not given),24.8,-1.9,i,-1.9,2.4,-8.4,28.3,x,-15.9,1.2
COC(=O)c1ccc(-n2c(C)cc(/C=N/Nc3nc(C)cc(=O)[nH]3)c2C)cc1,0.6,1.7,2.1,-1.1,-4.3,8.3,-19.0,0.4,x,2.8
NC(=O)c1ccc(-n2nnnc2SCc2ccc(F)cc2)cc1,-0.2,0.8,-0.6,-1.3,2.5,-5.3,9.6,x,-14.1,-1.3
COc1cc2c(cc1NC(=O)Nc1cccc(C)c1)oc1ccccc12,0.3,-19.5,i,-0.8,-8.1,-13.1,11.3,x,-7.7,10.6
Cc1ccc(NC(=S)N2CCC(c3ccc(C)cc3)C2)cc1 (stereo not given),3.2,5.4,-0.5,-8.7,9.0,4.9,11.6,1.0,-14.6,4.4
COCC(=O)N(C)C[C@H]1N[C@@](Cc2ccccc2)(C(=O)OC)[C@H]2C(=O)N(C)C(=O)[C@@H]12,-1.4,4.6,i,-5.5,x,0.0,x,0.5,-12.2,4.9
CCn1c(=O)cc(OCC(=O)N2CCCCCC2)c2ccccc21,0.5,-0.3,-0.7,0.9,2.2,1.8,-7.5,x,-4.6,-1.1
O=C(Nc1cccc(C(=O)N2CCCCC2)c1)C1CCC1,0.3,1.6,i,-1.6,x,x,x,0.5,-19.7,3.1
CCOc1cccc(C2/C(=C(/O)c3ccc4c(c3)CC(C)O4)C(=O)C(=O)N2CCN2CCOCC2)c1 (stereo not given),0.5,-3.4,-0.3,1.2,0.8,-2.6,-5.9,1.7,x,-2.3
COC(=O)[C@@H]1CCCN1Cc1c(C(=O)N2CCOCC2)nc2c(C)cccn12,-0.1,-11.5,-1.5,0.2,4.3,1.3,15.8,1.1,-2.0,-11.5
COC(=O)c1ccc(C)c(NC(=O)c2ccc(Cn3cc([N+](=O)[O-])cn3)o2)c1,0.3,-2.8,-0.3,-6.1,-0.1,-3.1,-2.2,0.1,1.4,4.5
COc1ccc(/C=C\C(=O)NCc2ccc3c(c2)cc(C)n3C)cc1OC,0.0,24.8,-1.6,-62.7,-7.6,-1.2,-7.3,-0.5,15.3,-5.1
CCn1c(-c2ccc(C(C)(C)C)cc2)n[nH]c1=S,1.0,-0.2,-1.0,-2.9,-0.7,7.0,-9.0,x,-9.0,2.2
O=C(Oc1ccc(-c2nnco2)cc1)C1CCN(C(=O)c2ccc(F)cc2)CC1,1.4,11.3,-2.9,0.0,0.2,-0.5,-7.9,1.4,-9.9,1.9
O=C(Cc1c[nH]c2ccccc12)NCc1ccc(Cl)cc1Cl,5.2,-3.1,-0.4,-2.4,-5.8,-1.8,4.4,-2.1,11.1,-3.1
COc1ccccc1C(=O)C1CCCN(Cc2ccc3c(c2)OCCO3)C1 (stereo not given),0.3,16.4,i,-7.7,-3.4,9.2,17.0,1.5,-0.2,2.7
COc1ccc2c(ccc[n+]2CC(=O)c2ccc(C)cc2)c1,-1.8,5.2,i,9.9,5.3,2.9,26.2,1.2,1.8,4.3
O=C(CNC(=O)c1ccco1)OCN1C(=O)c2ccccc2C1=O,0.3,1.7,x,2.2,-3.4,-11.3,7.1,x,-2.3,1.3
COC(=O)CNc1nc(C2CC2)nc2c1nnn2Cc1ccccc1Cl,0.2,26.5,-2.9,0.1,0.2,-4.2,13.3,x,-4.5,-10.2
Cc1ccccc1N1CCN(C2CCCN(C(=O)c3noc4c3CCCC4)C2)CC1 (stereo not given),-0.3,27.5,-0.3,4.7,1.9,-10.0,2.5,-0.4,8.3,-0.1
O=C(NC1CCCCC1)c1ccc(S(=O)(=O)c2ccccc2)cc1,1.2,-13.9,0.2,-4.3,2.6,-2.5,-5.3,0.4,-14.8,9.6
CC(C)[C@H]1COCCS(=O)(=O)N1Cc1ccccc1-c1ccc(F)cc1,0.8,12.3,i,-8.3,x,x,x,2.6,0.1,2.9
COCCNC(=O)Cn1cc(C(=O)c2ccco2)c2ccccc21,-0.1,2.1,i,-2.5,6.1,5.5,22.3,1.0,-0.7,-1.7
COC(=O)c1cc(S(=O)(=O)NCC2CCN(Cc3ccc(Cl)cc3)CC2)cn1C,1.5,3.6,i,-4.2,-4.1,1.6,40.3,1.4,-0.2,6.7
COc1cccc2cc(C(=O)OC3CCN(C)CC3)c(=O)oc12,-0.5,-4.5,-0.1,-6.0,1.0,-2.2,7.8,-2.8,-8.7,4.3
CC(=O)N/N=C(/c1ccccc1)C(O)c1ccccc1 (stereo not given),0.0,-10.7,-0.4,-8.0,-3.5,x,-15.8,0.4,x,10.1
Cc1ccc(CCNC(=O)C2CCCN(S(=O)(=O)c3c(C)noc3C)C2)cc1 (stereo not given),0.6,2.3,x,1.8,0.4,-3.1,10.7,x,-14.6,-0.4
CSc1ccccc1NC(=O)c1ccoc1C,-0.8,7.8,-0.4,u,2.6,-1.4,23.5,x,0.6,2.0
CCCc1cc(=O)n2[nH]c(C)cc2n1,-0.2,-8.0,i,0.4,-1.8,-3.0,13.5,x,-5.3,2.7
CC(=O)N[C@H]1C(O)O[C@H](CO)[C@@H](O)[C@@H]1O (stereo not given in full),-0.4,-3.7,-3.6,0.8,x,3.9,x,0.5,-4.5,4.5
CC(=O)c1c(O)n(C)c(=S)n(-c2ccccc2)c1=O,-0.9,12.8,-0.6,-6.7,1.5,-0.8,13.1,x,1.5,-19.5
CC(NC(=O)c1cc(COc2cccc(C(F)(F)F)c2)on1)c1nccs1 (stereo not given),-1.0,11.9,-0.4,-3.1,-2.4,-6.0,34.4,0.3,-7.5,8.8
O=C(c1cc(N2C(=O)C3C4CCC(C4)C3C2=O)ccc1Cl)N1CCN(c2ccc(F)cc2)CC1 (stereo not given),0.9,43.7,-0.1,-2.3,5.9,-11.7,-17.3,x,-9.8,-10.5
Clc1ccccc1OCc1nc(-c2ccncc2)no1,1.6,-3.2,-0.4,1.8,-0.1,-6.1,-4.0,x,-5.0,0.1
CC(=O)CSc1nnc(-c2ccc(S(=O)(=O)N3CCCC3)cc2)n1C,-1.3,2.5,-0.5,31.0*,-2.2,-2.2,29.7,-0.9,-6.5,5.0
COc1cccc(NC(=O)Cc2c(O)c3ccccc3[nH]c2=O)c1,-0.2,4.8,x,-2.7,-1.8,-0.2,17.0,x,-3.7,10.2
NC(=S)NNc1ccnc2cc(Cl)ccc12,2.4,-18.9,-0.6,-2.6,0.6,11.8,40.8,-7.7,29.6,-12.4
Cc1cccc(N2CCN(Cc3ccc(Br)o3)CC2)c1C,-0.7,-18.0,1.0,1.0,-5.3,0.7,-14.5,-1.0,-43.9,12.2
Cc1cc(C)n(CCCN2CCC(C(=O)Nc3cccc(-c4cccc(F)c4)c3)CC2)n1,-1.4,-3.7,i,-3.0,0.8,0.1,1.8,0.5,-15.1,5.0
CN(CC(=O)Nc1ccc(Cl)cc1)C(=O)c1cc(-c2cccs2)nn1-c1ccccc1,2.3,22.1,-1.4,-1.0,x,-19.6,x,1.6,7.3,-11.3

Reformatted with two lines to a compound: entries from further up
Every second line gives: PfHsp40 rescue, Yp Topo-I inh, BH1578 lux ind, Anthrax LF inh2, 3CLpro inhibitor, Rv3671c protease, VHR inh abs, TcdB inh, SSB-PriA inh, MazF activator
> CC(=O)CSc1nnc(-c2ccc(S(=O)(=O)N3CCCC3)cc2)n1C
→ -1.3, 2.5, -0.5, 31.0*, -2.2, -2.2, 29.7, -0.9, -6.5, 5.0
> COc1cccc(NC(=O)Cc2c(O)c3ccccc3[nH]c2=O)c1
→ -0.2, 4.8, x, -2.7, -1.8, -0.2, 17.0, x, -3.7, 10.2

Further records.
molecule,PfHsp40 rescue,Yp Topo-I inh,BH1578 lux ind,Anthrax LF inh2,3CLpro inhibitor,Rv3671c protease,VHR inh abs,TcdB inh,SSB-PriA inh,MazF activator
O=C(Cn1c(=S)nc2ccccn21)N1CCc2ccccc2C1,-0.8,7.0,-0.4,x,5.7,5.2,7.2,x,-17.9,8.2
Cc1ccc(-c2ccc(C3=CC(=O)CC(C)(C)C3=O)cc2)cc1,x,-9.6,-0.7,9.2,x,x,x,0.5,x,4.5
CCOC(=O)Cc1nc2nc(C)cc(C)n2n1,0.2,5.0,-0.3,4.5,2.6,5.2,12.1,1.9,0.7,-1.1
COc1ccc(-n2c(C)nnc2SCC(=O)Nc2ccccc2F)cc1,0.4,4.5,i,1.1,3.6,11.1,35.3,-0.3,2.6,7.1
C=C(C)Cn1c2ccc(NC(=O)NCC)cc2c(=O)n1C,x,-2.4,i,-3.3,x,x,x,0.9,x,x
CN(C(=O)CSc1nc(N)c2c3c(sc2n1)CSC(C)(C)C3)c1ccccc1,0.7,4.5,1.4,1.2,5.1,-18.8,-13.3,x,4.1,-8.4
Cc1ccc(C)c(Cn2c(O)c(N=NC(=S)Nc3ccccc3F)c3ccccc32)c1,-2.2,1.3,80.1*,0.2,3.0,-1.8,16.1,0.8,-2.9,12.9
